S100A4 MyoIIA = inhibitors of S100A4-myosin IIA peptide binding, primary screen, biochemical, fluorescence polarization, TAMRA-MyoIIA peptide; Protein S100-A4 (Homo sapiens), P26447; inhibition, % at 10.7 µM; 360,000 tested, 0.14% active;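 active = mean inhibition of at least 70% across replicates, with every replicate also reaching that level; inconclusive = mean inhibition reaches 70% but some replicates fall short; inactive = mean inhibition below 70%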
Target sequence (P26447 whole entry, looked up): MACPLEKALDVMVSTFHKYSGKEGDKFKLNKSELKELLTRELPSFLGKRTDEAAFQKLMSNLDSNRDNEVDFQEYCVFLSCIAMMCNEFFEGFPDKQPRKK
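assay system = human S100A4 monomer with TAMRA-labelled myosin IIA peptide | also added = labelled myosin peptide probe, 5 nM | incubation = 5 min between mix addition and reading | control set = DMSO and TFP controls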
ERp5 block = inhibitors of ERp5-driven insulin aggregation, primary screen, biochemical, turbidity, absorbance 650 nm, single point; 350,000 tested, 0.05% active; AID 651711, 2012; 90 min; inhibition, % at 9.99 µM;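 active = mean replicate inhibition above about 25%, with every replicate also reaching it, limit read from the data, passing the limit was not always enough; inconclusive = only one of those two criteria met; inactive = neither criterion met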
Target sequence (Q15084 whole entry, looked up): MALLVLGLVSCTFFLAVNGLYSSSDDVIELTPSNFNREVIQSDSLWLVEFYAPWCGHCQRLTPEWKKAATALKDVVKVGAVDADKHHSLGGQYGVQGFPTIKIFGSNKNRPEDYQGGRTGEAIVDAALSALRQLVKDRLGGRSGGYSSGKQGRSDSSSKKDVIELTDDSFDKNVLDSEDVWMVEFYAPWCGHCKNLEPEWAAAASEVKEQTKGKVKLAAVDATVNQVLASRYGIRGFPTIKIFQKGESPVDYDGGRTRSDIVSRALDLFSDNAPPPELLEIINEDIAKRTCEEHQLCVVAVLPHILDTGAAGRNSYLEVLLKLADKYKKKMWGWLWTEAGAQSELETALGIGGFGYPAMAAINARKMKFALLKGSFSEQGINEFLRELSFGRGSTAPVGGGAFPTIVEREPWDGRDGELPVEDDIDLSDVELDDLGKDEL
DENV2 CPE rescue = inhibitors of DENV2 cytopathic effect, primary screen, cell-based, plate reader, single concentration | DENV2-infected cells, cytopathic effect rescue | CPE inhibition, % at 9.99 µM | 350,000 tested, 1.7% active | AID 651640, 2012; in the data active = CPE inhibition above about 20%, passing the limit was not always enough; inconclusive = no clear call, values can overlap the other calls; tested in BHK-21 cells;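 also: 0% = median of neutral control wells and 100% = median of positive control wells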
Statin myotox sup = suppressors of statin myotoxicity in C2C12 myotubes, primary screen, cell-based, single point, plate reader | 330,000 tested, 0.78% active | C2C12 myotubes + simvastatin, ATP luminescence, 48 h; scaled: DMSO 0, geranylgeraniol control 100 | rescue of ATP level, % at 7.49 µM;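 active = mean ATP rescue above about 67%, or every replicate alone reaching that limit, limit read from the data, passing the limit was not always enough; inconclusive = no clear call, values can overlap the other calls; inactive = mean under the limit and some replicate under it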;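 also: myotubes were challenged with 10 µM simvastatin during compound exposure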
E-sel inducer = E-selectin induction in HUVECs, primary screen, imaging, HUVEC, immunofluorescence imaging, single point; P16581; normalized: neutral wells 0, TNF-alpha wells 100; activation, % at 7.58 µM; 260,000 tested, 0.37% active; AID 686992, 2013;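 active = mean E-selectin-positive cell signal at least 10% of the positive control, reached in at least 60% of replicates, without over 20% cell loss; inconclusive = no rule given, readout overlaps actives, possibly toxicity-flagged; inactive = the rest, including those meeting only one limit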;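 also: in these data hits start at about 27%; measured in HUVEC primary endothelial cells; signal is the percent of cells scored E-selectin positive by PE staining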
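Read-out: % PE-positive cells | Test system: HUVEC | Doses: One compound dose added by pin transfer | Buffer or medium: EGM-2 over gelatin coat | Signal: Immunofluorescence imaging | Benchmarks: TNF-alpha, DMSO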
SIRT5 inh = SIRT5 desuccinylase inhibitors, primary screen, biochemical, fluorescence imaging, single point, set 5; NAD-dependent protein deacylase sirtuin-5, mitochondrial (Homo sapiens), Q9NXA8; Purified SirT5, succinyl-peptide AMC, trypsin-coupled fluorescence; inhibition, % at 15 µM; 330,000 tested, 1.1% active; AID 652115, 2013; in the data active = inhibition above about 15%; inconclusive = no clear call, values can overlap the other calls
Target sequence (Q9NXA8 whole entry, looked up): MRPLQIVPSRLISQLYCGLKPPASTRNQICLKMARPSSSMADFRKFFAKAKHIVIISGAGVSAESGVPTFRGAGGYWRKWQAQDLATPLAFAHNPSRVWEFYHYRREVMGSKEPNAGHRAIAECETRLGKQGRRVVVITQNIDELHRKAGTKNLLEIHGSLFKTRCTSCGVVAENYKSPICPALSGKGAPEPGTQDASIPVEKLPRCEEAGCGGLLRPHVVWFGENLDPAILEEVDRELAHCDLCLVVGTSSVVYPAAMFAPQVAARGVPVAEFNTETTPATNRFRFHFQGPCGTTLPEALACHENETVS
PglD DTNB = C. jejuni PglD acetyltransferase inhibitors, primary screen, biochemical, DTNB colorimetric, single point | UDP-N-acetylbacillosamine N-acetyltransferase PglD (Campylobacter jejuni) | purified PglD enzyme, DTNB colorimetric CoA detection | inhibition, % at 12.5 µM | 360,000 tested, 0.098% active | AID 602405, 2012; in the data active = inhibition above about 16%, passing the limit was not always enough; inconclusive = no clear call, values can overlap the other calls; also: strong numbers were not always called active
An asterisk follows results filed as active; ? = inconclusive; · = not tested or not shown.

Structure	E-sel inducer	PglD DTNB	S100A4 MyoIIA	SIRT5 inh	DENV2 CPE rescue	Statin myotox sup	ERp5 block
O=C(CN1C(=O)NC(c2ccccc2)(c2ccccc2)C1=O)Nc1ccc(N2CCOCC2)cc1	-0.1	-4	1	·	4	-2	-10
C[C@@H]1CN([C@@H](C)CO)C(=O)Cc2cc(NC(=O)c3ccncc3)ccc2O[C@@H]1CN(C)Cc1ccc2c(c1)OCO2	0.0	2	5	9	-1	-14	5
CC(C)(C)C1CCC(OC(=O)C[N+]2(C)CCCC2)CC1 (stereo not drawn)	1.6	·	-3	0	4	·	2
COc1cc(/C=C/C(=O)N2CCN(Cc3ccccc3)CC2)cc(OC)c1OC	·	-8	-2	4	6	3	2
COc1cccc(CNC(=O)C2CCN(c3nn4c(=O)cc(C)nc4s3)CC2)c1	2.1	7	-5	4	-4	25	5
O=C(c1cccc(F)c1)N1C[C@H]2[C@@H](c3ccccc31)[C@H](CO)N2C(=O)Cc1ccccc1	-0.4	-2	-2	13	5	-13	-2
CCN(CC(=O)Nc1ccccc1C(F)(F)F)C(=O)c1cc(-c2cccs2)nn1-c1ccccc1	0.2	-2	0	-5	3	5	2
O=C(NNC(=O)c1ccccc1F)c1ccc(NS(=O)(=O)c2ccc(F)cc2)cc1	·	-3	14	0	0	-8	-4
O=C(c1ccccc1F)N1C[C@H]2[C@@H](c3ccccc31)[C@H](CO)N2C(=O)Nc1ccccc1	0.1	-1	44	·	7	1	-3
CC(C)(Cc1ccccc1)NC(=O)C(=O)c1cn(CC(=O)N2CCOCC2)c2ccccc12	0.0	4	-1	1	9	2	4
O=C(C[C@@H]1CC[C@@H](NC(=O)C2CCOCC2)[C@H](CO)O1)Nc1nccs1	0.4	0	13	3	8	12	-6
Cc1ccc(NC(=O)COC(=O)Cc2c[nH]c3ccccc23)cc1	0.0	-1	-2	-1	?	-10	2
CCOC(=O)C1=C(COC(=O)CNS(=O)(=O)c2ccc(NC(C)=O)cc2)NC(=O)NC1C (stereo not drawn)	·	2	-10	-2	7	-3	1
O=C(C[C@H]1C[C@H]2c3cc(NC(=O)Cc4ccncc4)ccc3O[C@H]2[C@H](CO)O1)NCc1ccccc1	-0.4	4	-2	-4	-8	2	-5
COc1ccc(CNC(=O)C(NS(=O)(=O)c2cccc3nsnc23)C(C)C)cc1 (stereo not drawn)	·	3	0	0	-1	23	3
CCC(CC)NCc1ccc2c(c1)c1ccccc1n2CC	6.2	·	-2	0	-1	·	-66

An excerpt of these results, with each value named:
Cc1ccc(NC(=O)COC(=O)Cc2c[nH]c3ccccc23)cc1
- E-sel inducer: 0.0
- PglD DTNB: -1
- S100A4 MyoIIA: -2
- SIRT5 inh: -1
- DENV2 CPE rescue: ?
- Statin myotox sup: -10
- ERp5 block: 2

CCOC(=O)C1=C(COC(=O)CNS(=O)(=O)c2ccc(NC(C)=O)cc2)NC(=O)NC1C (stereo not drawn)
- E-sel inducer: ·
- PglD DTNB: 2
- S100A4 MyoIIA: -10
- SIRT5 inh: -2
- DENV2 CPE rescue: 7
- Statin myotox sup: -3
- ERp5 block: 1

O=C(C[C@@H]1CC[C@@H](NC(=O)C2CCOCC2)[C@H](CO)O1)Nc1nccs1
- E-sel inducer: 0.4
- PglD DTNB: 0
- S100A4 MyoIIA: 13
- SIRT5 inh: 3
- DENV2 CPE rescue: 8
- Statin myotox sup: 12
- ERp5 block: -6

O=C(C[C@H]1C[C@H]2c3cc(NC(=O)Cc4ccncc4)ccc3O[C@H]2[C@H](CO)O1)NCc1ccccc1
- E-sel inducer: -0.4
- PglD DTNB: 4
- S100A4 MyoIIA: -2
- SIRT5 inh: -4
- DENV2 CPE rescue: -8
- Statin myotox sup: 2
- ERp5 block: -5

Other results follow.
Structure	E-sel inducer	PglD DTNB	S100A4 MyoIIA	SIRT5 inh	DENV2 CPE rescue	Statin myotox sup	ERp5 block
Cc1nn(CC(=O)NC2CCCCC2)c(C)c1[N+](=O)[O-]	·	2	1	-3	6	2	-16
CCOc1ccc(NC(=O)CSc2nc(N)c(-c3ccccc3)c(=O)[nH]2)cc1	·	·	-7	4	-2	·	2
CCCCC(=O)Nc1nnc(-c2ccco2)o1	-1.3	·	-8	-1	-7	·	2
CCOC(=O)c1cccc(NC(=O)Nc2ccc3c(c2)C(=O)OC3)c1	61*	3	-5	·	-2	·	2
CCc1ccc(-n2c(SCC(=O)Nc3ccc(C(=O)O)cc3)nnc2-c2ccncc2)cc1	·	·	-4	-11	0	·	-1
COCCNC(=O)C1CCCN(C(=O)COc2ccc(C(C)(C)C)cc2)CC1 (stereo not drawn)	·	0	-25	·	6	4	4
CC(=O)Oc1ccc(-c2cccc(C(=O)N3CCCCC3)c2)cc1	0.1	8	-2	2	?	13	3
Cc1ccc(S(=O)(=O)N(C)C[C@H]2OCCCC[C@@H](C)Oc3ccc(NC(=O)Nc4ccccc4)cc3C(=O)N([C@H](C)CO)C[C@@H]2C)cc1	·	2	2	-4	1	·	6
O=C(c1ccccn1)N1CC2(C1)[C@@H](c1ccccc1)[C@@H](CO)N2C(=O)C1CCC1	0.2	·	8	2	-8	·	2
COc1ccc(-c2ccc3n(c2=O)C[C@@H]2[C@@H](CO)[C@H](C(=O)N(C)C)[C@H]3N2Cc2cncnc2)cc1	1.0	-2	6	-5	11	-17	-3
COC(=O)c1ccccc1NC(=O)COC(=O)CSc1nnc(N)s1	0.0	·	-28	-5	·	·	-1
CNC(=O)C[C@@H]1CC[C@H]2[C@@H](COc3ccc(NC(=O)Nc4ccccc4OC)cc3C(=O)N2C)O1	0.0	2	11	-5	4	15	-2
Cc1ccccc1NC(=O)Cc1nnc(SCC(=O)N2CCOCC2)n1C	-0.2	3	-1	-2	2	·	0
Cc1ccc(F)cc1NC(=O)C1CCCN(c2ncccn2)C1 (stereo not drawn)	·	·	3	1	6	-3	1
O=C(CN1CCN(c2cccc(Cl)c2)CC1)Nc1ccc(S(=O)(=O)N2CCOCC2)cc1	-0.9	-4	-2	1	?	9	-1
O=C(CSc1nnc(COc2ccccc2)o1)Nc1nccs1	·	-3	-2	·	6	4	2
CO[C@H]1CN(C)C(=O)c2cc(NC(=O)NC(C)C)ccc2OC[C@@H](C)N(C(=O)CC2CC2)C[C@H]1C	-0.2	-2	3	-7	2	5	-3
COc1cc(COCC(O)CN2CCCCC2C)cc(OC)c1OC (stereo not drawn)	-0.1	-1	-2	-3	-3	24	6
CCC(=O)N1CC(=O)N2[C@H](C1)[C@H](c1ccc(-c3ccc(C#N)cc3)cc1)[C@@H]2CO	-0.2	·	13	·	7	·	3
O=C(NNc1ccccc1[N+](=O)[O-])Nc1ccc(F)cc1F	·	2	-1	-1	?	11	-1
C=CCn1c(SCc2ccc(F)cc2)nnc1-c1sc2nc(C)cc(C)c2c1N	-0.6	2	1	0	-5	·	-12
CCOc1ncccc1C(=O)Nc1nnc(C(CC)CC)s1	·	·	0	-1	·	·	3
CSC1=NCCN1CCOc1ccccc1	·	·	-3	-5	-2	·	7
O=C(COc1coc(CN2CCc3ccccc32)cc1=O)Nc1ccc([N+](=O)[O-])cc1	·	-6	-8	-4	9	17	5
CCOC(=O)C1Oc2ccccc2C(c2ccc(OC)cc2)=C1C(=O)OC (stereo not drawn)	0.4	-8	-29	-2	-2	5	1
O=C(CN1CCN(CC(=O)Nc2ccccc2Cl)CC1)Nc1ccc(F)c(F)c1	0.1	3	-8	-2	-2	9	6
Cc1ccccc1NC(=O)Cc1nc(COC(=O)c2cc([N+](=O)[O-])ccc2N)cs1	-0.2	-9	-3	-1	2	9	1
Cc1n[nH]c(C)c1S(=O)(=O)N(CC(=O)NC1CCCC1)c1ccc(C(C)C)cc1	·	0	-1	·	20	14	-1
CCOC(=O)/C(=C\C=C\N1CCOCC1)C(C)=O	·	·	-2	16*	-6	·	6
C[C@H]1CN([C@@H](C)CO)C(=O)c2cc(NC(=O)CCCCCC(=O)Nc3ccccc3N)ccc2O[C@H]1CN(C)Cc1ccc(C(F)(F)F)cc1	-5.2	-1	11	3	-1	·	9
O=C(CN(CCc1ccccc1)Cc1ccccc1)Oc1ccccc1P(=O)(O)O	-0.1	0	0	-2	-3	0	3
COc1ccc(-c2cn(CC[C@H]3CC[C@H](NC(=O)CCN4CCCCC4)[C@H](CO)O3)nn2)cc1	0.8	-12	-1	-2	1	2	0
Cc1ccnc(N2C(=O)c3ccccc3C2Nc2cccc(C)c2C)c1 (stereo not drawn)	-0.1	2	16	0	5	24	-5
C/C=C/c1ccc2c(c1)O[C@@H](CN(C)C(=O)Cc1ccncc1)[C@@H](C)CN([C@H](C)CO)S2(=O)=O	0.6	-2	-14	1	10	15	-11
O=C(C[C@H]1CC[C@@H]2[C@H](COC[C@@H](O)CN2C(=O)c2cccnc2)O1)NCc1ccc(Cl)cc1	0.1	5	-97	4	-1	-1	-2
Cc1ccc(N2CCN(C(=O)C(=O)c3cccc([N+](=O)[O-])c3)CC2)cc1	0.7	·	0	0	-1	·	1
CC(C)CNC(=O)c1cc(-c2ccc(Br)cc2)on1	·	·	-5	-2	-1	·	11
CC(=O)NC(CC(=O)NNC(=O)c1cccs1)c1ccccc1 (stereo not drawn)	-0.2	7	12	-10	4	-11	2
CC(=O)Nc1cc(-c2ccc(CO)cc2)cn2c(-c3ccc(F)cc3)cnc12	-0.1	-17	-7	-2	10	-1	2
COc1cccc2cc(C(=O)Nc3ccc(S(=O)(=O)NCC4CCCO4)cc3)c(=O)oc12 (stereo not drawn)	-0.1	-1	36	-3	1	-2	-3
O=C(O)c1cccc(NC(=S)NC(NC(=O)c2ccco2)C(Cl)(Cl)Cl)c1 (stereo not drawn)	-0.1	·	-7	0	2	·	-3
COc1ccccc1C1C(C#N)=C(N)Oc2c1oc(CO)cc2=O (stereo not drawn)	0.0	-5	-6	-1	-2	3	8
COc1ccc(C(c2nnnn2CCc2ccccc2)N2CCN(C3CCCC3)CC2)cc1OC (stereo not drawn)	-1.7	4	·	·	·	-16	·
O=C(CSc1ncn[nH]1)N/N=C/c1ccc(C(F)(F)F)cc1	·	-4	-5	-5	19	0	4
COc1ccc(C(=O)Nc2ccnn2C2CCN(CCC(C)c3ccc(C)o3)CC2)cc1 (stereo not drawn)	-1.5	0	5	-1	-1	9	-1
O=C(COC(=O)Cc1ccc(Br)cc1)NC1CCCC1	0.6	1	0	·	0	-2	4
O=C(Nc1nc2c(cc3c4c(cccc42)CC3)s1)c1ccccc1Cl	·	·	-3	0	12	·	0
O=C(NCc1ccccc1Cl)/C(=C\c1cccnc1)NC(=O)c1ccccc1	·	1	-4	-1	-2	3	6
CCOC(=O)C1=CN(Cc2cccc(-c3ccc4c(c3)OCO4)c2)S(=O)(=O)N(C)C1C (stereo not drawn)	·	0	-4	-1	-2	-1	-8
CN(C)c1ccc(/C=N/NS(=O)(=O)c2ccc(Br)cc2)cc1	-0.6	3	-15	0	-3	17	3
COc1ccc(C2=NS(=O)(=O)N(C)C(C(=O)NC3CCCCC3)=C2)cc1	0.2	1	0	4	7	-12	3
O=C(C[C@H]1CC[C@H]2[C@@H](COC[C@@H](O)CN2Cc2ccccc2)O1)NCCCN1CCOCC1	-0.1	0	8	-1	-3	-4	1
Cc1ccsc1CNC1CCCCC1	1.9	-4	-5	0	-1	-13	-1
Cc1ccc(CSCC(=O)N/N=C/c2cccc(OC3CSC3)c2)cc1	·	-18	1	-1	·	·	5
COc1ccc(-c2nnc(SCc3ccc(C(=O)O)cc3)o2)cc1OC	·	0	-1	5	-3	40	-2

Screens: PubChem, Broad Institute

The list is partial, so the mix of outcomes need not match the whole.
